Screens deposited in PubChem by Sanford-Burnham Center for Chemical Genomics.
NALP3 yeast inh = NALP3 inflammasome inhibitors in reconstituted yeast, primary screen, luminescence, uHTS; inhibition, % at 10 µM; AID 2825, 2010; 0.39% of 330,000 active; Yeast reconstituted NLRP3/ASC/caspase-1, beta-gal luminescence, 24 h;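 active = inhibition of 50% or more; inactive = inhibition below 50%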;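 also: plate controls were induced DMSO wells for no effect and uninduced yeast grown without galactose for full effect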
hIAP inh = human IAP inhibitors, primary screen, biochemical, luminescence, uHTS | 0.12% of 330,000 active | Intestinal-type alkaline phosphatase (Homo sapiens), P09923 | inhibition, % at 10 µM | purified IAP, CDP-Star luminescence, 30 min;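 active = inhibition reaching a set limit with compound at 10 µM in the primary screen, cut at about 35% in these data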;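 also: plate controls were DMSO wells with enzyme for no effect and no-enzyme buffer wells for full effect; values of inactives mirror those of a sister screen read the other way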
Target sequence (P09923 whole entry, looked up): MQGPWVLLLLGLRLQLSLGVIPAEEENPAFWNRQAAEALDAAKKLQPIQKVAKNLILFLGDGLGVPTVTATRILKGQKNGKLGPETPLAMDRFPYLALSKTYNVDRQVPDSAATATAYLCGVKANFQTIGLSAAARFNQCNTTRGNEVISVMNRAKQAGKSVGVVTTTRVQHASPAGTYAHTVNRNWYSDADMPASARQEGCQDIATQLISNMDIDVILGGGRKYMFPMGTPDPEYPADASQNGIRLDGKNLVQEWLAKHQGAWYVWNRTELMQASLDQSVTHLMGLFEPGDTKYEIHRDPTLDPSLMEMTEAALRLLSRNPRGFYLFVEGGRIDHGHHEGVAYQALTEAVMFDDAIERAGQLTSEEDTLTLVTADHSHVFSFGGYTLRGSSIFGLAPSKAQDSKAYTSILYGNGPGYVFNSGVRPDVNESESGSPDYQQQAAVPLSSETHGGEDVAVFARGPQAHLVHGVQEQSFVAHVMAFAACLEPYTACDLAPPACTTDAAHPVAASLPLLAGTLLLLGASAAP
mIAP inh = inhibitors of mouse IAP, primary screen, biochemical, luminescence, uHTS. intestinal alkaline phosphatase [Mus musculus]. purified mouse IAP, CDP-Star luminescence, 30 min. AID 2806, 2010. 0.2% of 330,000 active. inhibition, % at 10 µM;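 active = inhibition of at least 40% at 10 µM in the primary screen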;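 also: plate controls were DMSO with enzyme for no effect and no enzyme wells for full effect; values of inactives mirror those of a sister screen read the other way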
APOBEC3G inh = APOBEC3G DNA deaminase inhibitors, primary screen, biochemical, fluorescence, single-stranded DNA substrate, uHTS; DNA dC->dU-editing enzyme APOBEC-3G (Homo sapiens), Q9HC16; recombinant A3G, ssDNA deamination FAM/TAMRA fluorescence; inhibition, % at 20 µM; 0.28% of 330,000 active; AID 493012, 2011;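 active = inhibition of at least 40% at 20 µM, with no more than 30% in the related APOBEC3A deaminase screen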;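 also: plate controls were DMSO wells with A3G for no effect and wells lacking A3G enzyme for full effect; some compounds called inactive have numbers as strong as hits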
MIN6 prolif = inducers of MIN6 beta-cell proliferation, primary screen, ATP luminescence, uHTS; MIN6 cells proliferation, ATPlite luminescence, 48 h; cells starved in 0.2% serum; 100% = growth in 10% serum; proliferation, % at 10 µM; 0.29% of 330,000 active;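 active = compounds whose signal lies at least 3.5 SD above the mean of all wells on their plate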;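 also: 0% = DMSO-treated cells in low-serum medium and 100% = 10% serum control; some compounds called inactive have numbers as strong as hits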
tim10-1 inh = growth inhibitors of tim10-1 mutant yeast, primary screen, luminescence, uHTS; S. cerevisiae tim10-1 ts strain growth, BacTiter-Glo, 24 h; inhibition, % at 20 µM; 2.2% of 330,000 active;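 active = inhibition of at least 40%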;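 also: mutant grown at 25 °C; 0% = DMSO wells with yeast and 100% = wells holding no yeast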
TIM10 inh = growth inhibitors of isogenic TIM10 control yeast, primary screen, counter-screen for tim10-1 yeast inhibitor project, luminescence, uHTS. S. cerevisiae TIM10 strain growth, BacTiter-Glo luminescence, 24 h. inhibition, % at 10 µM. 1.4% of 330,000 active. AID 463195, 2010;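 active = inhibition of 40% or more at the single tested concentration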;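 also: wild-type TIM10 isogenic control strain grown at permissive 25 °C; 0% = DMSO yeast wells and 100% = minimal medium wells without yeast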
APOBEC3A inh = APOBEC3A ssDNA deaminase inhibitors, primary screen, selectivity assay for APOBEC3G inhibitor project, biochemical, FAM/TAMRA oligo cleavage fluorescence; recombinant A3A, FAM/TAMRA ssDNA deamination fluorescence; inhibition, % at 20 µM; 0.41% of 330,000 active; AID 493011, 2011;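 active = at least 40% inhibition at 20 µM here, with at most 30% in a related deaminase screen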;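 also: plate controls were A3A with DMSO for no effect and wells lacking A3A enzyme for full effect; some results filed as inactive read as strong as hits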
Target sequence (P31941 whole entry, looked up): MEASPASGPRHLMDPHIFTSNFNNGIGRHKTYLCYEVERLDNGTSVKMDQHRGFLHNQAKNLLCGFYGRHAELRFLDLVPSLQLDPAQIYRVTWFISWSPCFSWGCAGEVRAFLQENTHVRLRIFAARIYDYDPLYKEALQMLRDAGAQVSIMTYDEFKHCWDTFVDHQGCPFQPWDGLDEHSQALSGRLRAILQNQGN
mIAP act = activators of mouse IAP, primary screen, biochemical, luminescence, uHTS; muIAP, CDP-Star luminescence, 30 min; active compounds read high; 1 = vehicle-only enzyme signal, 0 = enzyme-free wells; activation factor at 10 µM; 0.24% of 330,000 active;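 active = activation factor of at least 2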; also: the source names both 10 and 20 µM as test concentration; values of inactives mirror those of a sister screen read the other way
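also added = chemiluminescent substrate CDP-Star | test system = mouse IAP enzyme | signal = chemiluminescence readout | compound = DMSO-dissolved test compounds | incubation = 30 min at room temperature | benchmarks = DMSO wells, no-enzyme wells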
An asterisk follows results filed as active.

SMILES	NALP3 yeast inh	hIAP inh	mIAP inh	APOBEC3G inh	MIN6 prolif	tim10-1 inh	TIM10 inh	APOBEC3A inh	mIAP act
O=C1c2ccc3c4c(ccc(c24)C(=O)N1c1cccc(O)c1)C(=O)N(c1cccc(O)c1)C3=O	28	-5	-4	6	-6	7	-8	8	1
CC1CN(C(=O)CCNC(=O)c2ccc(Br)cc2)CC(C)O1 (stereo not drawn)	5	3	0	-4	0	-7	-10	-3	1
Cc1ccc(NC(=S)N(CCN2CCOCC2)Cc2ccccc2F)cc1	11	-9	12	-4	-2	25	5	0	0.88
CCOc1ccc(CCNC(=O)Cn2ncn3nc(-c4ccc(OC)cc4)cc3c2=O)cc1	9	2	6	2	3	-5	-43	2	0.94
COC(=O)[C@@H]1C[C@@]2(O)[C@@H](O)[C@@H](O)[C@@H](O)C[C@H]2N1Cc1ccc(Cl)cc1	13	11	2	2	5	1	6	2	0.98
O=C(O)c1cc(-c2ccc3c(c2)OCO3)nc2ccc(Cl)cc12	16	24	6	11	-6	9	-1	2	0.94
O=C(O)Cc1ccc(NC(=O)Nc2cccc(Cl)c2)cc1	11	-14	-2	-2	-1	-1	6	0	1
COc1cccc(-n2nnc3c(=O)n(Cc4c(F)cccc4Cl)cnc32)c1	5	-3	5	-6	-1	15	16	2	0.95
COc1ccc(-c2nn(CCC#N)cc2C(=O)Nc2cccc(C(=O)O)c2)cc1[N+](=O)[O-]	15	9	6	-9	0	7	12	-4	0.94
CCCNC(=O)CSCc1nc(-c2ccc(SC)cc2)oc1C	4	-21	0	-9	-1	33	-6	-3	1
COC(=O)C1=C(C)NC(=O)C1(NC(=O)c1cccnc1)C(F)(F)F (stereo not drawn)	8	-18	-13	-3	1	-1	-6	-7	1.1
O=C(O)CC12CC3CC(C1)CC(n1ncc(NCc4ccc(F)cc4)c(Cl)c1=O)(C3)C2	26	-9	2	4	-3	1	2	1	0.97
COc1cc(OC)c(-c2nnc(-c3ccc(OC)c(OC)c3OC)o2)cc1OC	12	10	8	-6	4	17	10	0	0.92
O=C(Nc1ccc(NC(=O)C23CC4CC(CC(C4)C2)C3)cc1)c1cc(F)c(F)cc1Cl	8	-6	-1	0	-1	-5	9	-3	1
CC(=O)Nc1cccc(NC(=O)COC(=O)C2CC3CCCC(C2)C3=O)c1 (stereo not drawn)	0	-12	12	1	-3	8	13	17	0.88
CCc1cccc2c(C(=O)COC(=O)c3ccc([N+](=O)[O-])s3)c[nH]c12	47	9	10	-4	-5	64*	74*	-3	0.9
O=C(NC(Cc1c[nH]c2ccccc12)c1nnc2n1CCCCC2)c1cccs1 (stereo not drawn)	12	7	-16	-1	-2	1	-7	0	1.2
CC1CCCC(NC(=O)COC(=O)c2ccc(N(C)C)cc2)C1C (stereo not drawn)	11	4	-3	-3	-1	24	15	-1	1
O=C(NCCC(=O)N1CCN(Cc2c(F)cccc2Cl)CC1)c1ccc(Cl)cc1	8	-2	-5	-4	-2	8	13	1	1.1
O=C1CCC(C(=O)OC(C(=O)Nc2ccc([N+](=O)[O-])cc2Br)c2ccccc2)=NN1 (stereo not drawn)	21	-13	0	-3	3	10	10	0	1
O=C(Nc1ccc(-c2csc(Nc3ccc(Cl)cc3)n2)cc1)c1cc([N+](=O)[O-])cc(C(F)(F)F)c1	21	-5	-1	5	-8	12	-5	6	1
CCc1ccc(N(CC(=O)Nc2nc3ccc(C)cc3s2)S(=O)(=O)c2c(C)noc2C)cc1	10	-9	10	1	-8	21	12	2	0.9
O=C(CN1C(=O)NC2(CCc3ccccc32)C1=O)c1ccc2c(c1)OCCO2 (stereo not drawn)	-5	14	2	-1	-2	25	39	1	0.98
Cc1cc2c(cc1S(=O)(=O)N(C)c1ccccc1)NC(=O)CO2	11	-5	-4	-3	-2	2	1	1	1
Cc1nn(-c2ccccc2)c(C)c1/C=C/C(=O)OCC(=O)Nc1ccc(C(N)=O)cc1	2	-9	-6	-6	9	-4	3	-2	1.1
O=C(Nc1ccccc1Cl)NC1(C(=O)NCc2cccnc2)CCCCC1	3	0	-5	-1	0	2	-8	3	1.1
Cc1cccc(N(C)S(=O)(=O)c2c[nH]c3ccc([N+](=O)[O-])cc23)c1	6	-2	3	6	-3	30	7	3	0.97
CCOC(=O)C1CCN(C(=O)COc2ccc(Cl)cc2)CC1	11	-6	3	-1	1	19	3	8	0.97
COc1ccc(C2NC(=O)NC(C)=C2C(=O)OCc2ccc3c(c2)OCO3)cc1OC (stereo not drawn)	3	5	-8	-3	-1	13	6	0	1.1
COc1cccc(NC(=O)N2CCC(NC(=O)c3ccco3)CC2)c1	22	6	-8	-3	0	20	-4	0	1.1
CC(=O)Nc1ccc(S(=O)(=O)N2CCN(C(=O)c3cccnc3)CC2)cc1	11	-13	-14	1	-1	-2	6	3	1.1
Cc1oc2ccc(OCC(N)=O)cc2c1C(=O)OC(C)C	8	-2	-11	-4	-1	26	-6	-4	1.1
COc1ccc(NC(=O)Cn2cnc3c(cnn3-c3ccc(C)c(C)c3)c2=O)c(OC)c1	-2	-18	-2	-4	4	5	7	1	1
CCOC(=O)C[C@H]1c2ccccc2S(=O)(=O)N1Cc1cc(OC)c(OC)c(OC)c1	9	6	5	-3	-1	10	6	0	0.95
C#CCOCCOCCOCCNc1nc(N2CCOCC2)nc(N2CCN(C(=O)[C@H](CCCCN)n3cc(CN)nn3)CC2)n1	16	-2	-13	-4	-2	0	8	-2	1.1
CCOc1ccc(CC(=O)NNC(=S)NC)cc1	4	-78	4	-1	-3	-17	-8	0	0.96

Reprinted from the results shown (2 entries):
SMILES	NALP3 yeast inh	hIAP inh	mIAP inh	APOBEC3G inh	MIN6 prolif	tim10-1 inh	TIM10 inh	APOBEC3A inh	mIAP act
O=C1c2ccc3c4c(ccc(c24)C(=O)N1c1cccc(O)c1)C(=O)N(c1cccc(O)c1)C3=O	28	-5	-4	6	-6	7	-8	8	1
CC1CN(C(=O)CCNC(=O)c2ccc(Br)cc2)CC(C)O1 (stereo not drawn)	5	3	0	-4	0	-7	-10	-3	1

(more compounds)
SMILES	NALP3 yeast inh	hIAP inh	mIAP inh	APOBEC3G inh	MIN6 prolif	tim10-1 inh	TIM10 inh	APOBEC3A inh	mIAP act
CCC(=O)Nc1ccc(Cl)c(NC(=S)NC(=O)COc2ccc(Cl)cc2)c1	5	-2	6	-10	-5	16	-6	-3	0.94
O=C(NCC1COCCO1)c1cc(COc2c(F)cccc2F)on1 (stereo not drawn)	-5	-13	-2	-10	-4	7	0	-5	1
COc1cccc(COC(=O)c2ccc3c(c2)NC(=O)C(C)S3)c1OC (stereo not drawn)	13	3	-4	3	0	3	-15	0	1
NC(=O)c1cn(-c2ccccc2)nc1-c1cc2ccccc2oc1=O	1	0	-1	-9	0	4	8	-2	1
Cc1cccc(C)c1NC(=O)Cn1cc(C=O)c2ccccc21	18	6	-15	-8	-2	-9	1	-8	1.1
CCCNC(=O)CCC(NS(=O)(=O)c1ccc(C)cc1)C(=O)NCCC (stereo not drawn)	7	13	2	-1	-3	-3	-1	-2	0.98
Cc1ccc(NC(=O)NCCSc2ccc(C)cc2)cc1	28	-19	-154	-3	-5	-13	-5	1	2.5*
CCCCC(=O)Nc1nnc(SCC(=O)NC2CCCC2)s1	5	18	1	-2	-2	12	-1	3	0.99
COc1ccc(NC(=O)CN(C)C(=O)/C=C/c2ccc(OCc3ccccc3)cc2)cc1	27	19	-4	-13	-6	-29	4	-3	1
C[C@H](NC(=O)C1CC(=O)N(c2ccc(F)cc2)C1)C(=O)N1CCCCC1 (stereo partly drawn)	4	6	3	-2	-2	-6	12	-4	0.97
CCOc1cc(CN2CCN(Cc3ccc(C)o3)C(CCO)C2)ccc1OC (stereo not drawn)	12	9	-14	-7	0	0	7	-5	1.1
O=C(OCC(=O)c1cccc2ccccc12)c1ccc(CO)cc1	31	-7	-5	-8	1	26	3	-3	1.1
CCSC1=C(C#N)C(CC(C)C)C2=C(CCCC2=O)N1 (stereo not drawn)	5	1	-4	-1	-1	-24	2	3	1
CNC(=O)CSCc1cnn(-c2ccccc2)c1-n1cccc1	8	20	1	-7	1	9	4	0	0.99
O=C(Nc1cc(C(F)(F)F)ccc1-n1cncn1)C1CC1	16	-3	-3	-4	4	-10	-8	1	1
CCOc1ccccc1NC(=O)CCc1nnc2ccc(N3CCC4(CC3)OCCO4)nn12	3	-20	1	-3	0	-3	4	-2	0.99
CC1CCCC(NC(=O)COC(=O)c2cccc(S(=O)(=O)N3CCCCC3)c2)C1C (stereo not drawn)	0	-19	-2	-6	3	12	-6	2	1
O=S(=O)(c1ccc(-c2csc(-c3cccnc3)n2)cc1)N1CCOCC1	-50	-4	-2	-5	-2	42*	16	2	1
CCN1CCN(CC(=O)Nc2ccc(C)cc2C)C(=O)C1=O	20	6	1	4	1	-7	-3	-1	0.99
COc1ccc(CCNC(=O)CSc2nc(C)nc3c2oc2ccccc23)cc1OC	-7	-3	6	-4	0	19	20	-1	0.94
CCOC(=O)C1CCN(C(=O)CC2(CC(=O)O)CCCC2)CC1	9	-2	-12	-2	-3	9	1	-2	1.1
O=C(NC1CCN(S(=O)(=O)c2cccc([N+](=O)[O-])c2)CC1)C1CCCCC1	9	0	2	3	1	5	-17	4	0.98
CC(=O)C(Sc1ccc2nnc(-c3ccncc3)n2n1)C(C)=O	-6	22	4	-11	-1	6	-9	-5	0.96
Cc1ccc(OCC(=O)N2CCN(c3ccc([N+](=O)[O-])c(N4CCOCC4)c3)CC2)cc1	7	-8	11	3	-2	27	12	2	0.89
CCCCNC(=S)Nc1cccc(S(=O)(=O)NC2=NCCC2)c1	29	-5	-1	15	-1	10	3	-2	1
COc1ccccc1NC(=O)c1ccc(C(=O)c2ccccc2)o1	6	13	1	-8	7	22	31	-4	0.99
C=CCN(c1ccccc1)S(=O)(=O)c1cccc(C(=O)Nc2nnc(SCC)s2)c1	9	-33	16	-1	-2	9	14	-1	0.84
CC(=O)Nc1ccc(NC(=O)c2c(C)nn(-c3ccccc3)c2Cl)cc1C	1	-16	-14	-4	-1	-1	-11	-5	1.1
Cc1nn(C)c(C)c1S(=O)(=O)NCCc1ccc(Cl)cc1	11	6	10	-5	-1	3	-7	-4	0.9
Cc1cccnc1NC(=S)NCc1ccco1	25	7	-8	-5	3	-4	-15	35	1.1
CCOC(=O)c1c(NC(=S)NC(=O)c2cnn(CC)c2)sc2c1CCC(C)C2 (stereo not drawn)	6	10	38	1	-2	11	4	5	0.62
CCCN(CC1CC1)C(=O)CSc1nnc(-c2ccco2)n1N	12	-6	16	-6	1	8	5	-2	0.84
Cc1ccc(-c2csc(/C(C#N)=C/Nc3ccc4c(c3)OCCO4)n2)cc1	1	14	1	-10	-1	3	6	-3	0.99
Oc1ccccc1-c1cncn1Cc1ccccc1	-1	-4	6	-9	2	3	19	-4	0.94
C=CCn1c(=N)c(C#N)cc2c(=O)n3ccccc3nc21	5	1	12	-6	0	-6	-2	-2	0.88
